# Polio RdRp inh – inhibitors of poliovirus RNA polymerase binding and polymerization; poliovirus polymerase elongation, fluorescence polarization; active compounds read low; P03300; % elongation, % (compound at 16.7 µg/mL); 0.66% of 150,000 active; in the data active = % elongation below about 90%; also: some results filed as inactive read as strong as hits
# Target sequence (P03300 1749-2209 limits assumed): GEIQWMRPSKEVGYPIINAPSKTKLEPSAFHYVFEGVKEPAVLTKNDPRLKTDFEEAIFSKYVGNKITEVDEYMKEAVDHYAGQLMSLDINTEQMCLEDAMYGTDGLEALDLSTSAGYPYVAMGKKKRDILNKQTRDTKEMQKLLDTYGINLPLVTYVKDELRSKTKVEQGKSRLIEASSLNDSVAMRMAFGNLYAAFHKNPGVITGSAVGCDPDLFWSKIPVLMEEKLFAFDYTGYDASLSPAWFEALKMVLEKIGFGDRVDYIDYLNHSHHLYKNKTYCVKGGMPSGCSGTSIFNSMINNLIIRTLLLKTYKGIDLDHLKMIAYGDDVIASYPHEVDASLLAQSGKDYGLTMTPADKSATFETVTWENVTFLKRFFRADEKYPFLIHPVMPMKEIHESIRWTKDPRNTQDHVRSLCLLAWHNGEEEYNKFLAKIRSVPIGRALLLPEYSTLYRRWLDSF
# Polio RdRp inh FP z-score – also measured in Polio RdRp inh; calls as there; z-score; measured here: FP z-score; hits read low
# * = called active by the depositor; & = joins results of further samples. The list is partial; rates above refer to the full screens.
SMILES,Polio RdRp inh,Polio RdRp inh FP z-score
NS(=O)(=O)c1ccc(CCNC(=S)NCc2ccco2)cc1,100.0,-0.1
CCOC(=O)COc1ccc(CC)cc1C(=O)c1ccn2nc(-c3ccc(F)cc3)cc2n1,110.0,1.7
CC1(C)NC(=S)c2ccccc2N1,100.0,-0.2
CCOC(=O)N1CCN(C(=O)CN2C(=O)/C(=C\c3cccc(Cl)c3)Sc3ccccc32)CC1,102.0,0.3
CCOc1ccc(-c2nc(Cn3c(=O)cc(C)c4c(C)nn(-c5ccccc5)c43)c(C)o2)cc1,104.0,-0.6
Cc1cc(C)c(N2C(=O)c3nccnc3C2=O)c(C)c1,101.0,0.2
O=C(Nc1cccc(C(F)(F)F)c1)NC1(c2ccccc2)CC1,107.0,0.5
COc1cc(OC)cc(-c2cc3nc(-c4ccccc4)cc(N4CCN(c5ccccc5)CC4)n3n2)c1,100.0,-0.4
C=CCn1c(=N)n(CC(O)c2ccc(OCC)cc2)c2ccccc21 (stereo not given),105.0,0.7
COc1cc(NC(=O)C2CCCN(S(=O)(=O)c3cn(C)cn3)C2)cc(OC)c1 (stereo not given),105.0,-0.3
CCCn1c(N)c(C(c2cc(OC)c(OC)c(OC)c2)N2CCCC2)c(=O)[nH]c1=O (stereo not given),103.0,0.1
COc1ccc(NC(=O)C(c2ccccc2)N2Cc3ccccc3C2=O)cc1 (stereo not given),102.0,-0.1
Cn1nc(-c2ccc(C(=O)Nc3cccnc3)cc2)c2ccccc2c1=O,101.0,-0.1
CSc1nn(-c2ccccc2)cc1/C(N)=N/OC(=O)Nc1ccccc1,104.0,0.6
CC1(C)NC(C)(C)/C(=N\O)C(=NO)/C1=N\O,99.0,0
N#CC1(NC(=O)CN2CCN(C(=O)c3ccccc3)CC2)CCCC1,102.0,0.2
CCN(C(=O)Cn1cnc2onc(-c3ccc(F)cc3)c2c1=O)c1ccc(OC)cc1,112.0,0.6
CCN1CCN(C(=O)c2oc3ccc4c(c3c2C)C(=O)CC2(CCCCC2)O4)CC1,100.0,-1.1
Cn1cnnc1SCc1ccc(C#N)cc1,106.0,0.5
Cc1cc(C(F)F)c2c3ccccc3n(C)c2n1,110.0,1

# Reprinted from the part before: two entries, followed by the next part.
SMILES,Polio RdRp inh,Polio RdRp inh FP z-score
Cn1cnnc1SCc1ccc(C#N)cc1,106.0,0.5
Cc1cc(C(F)F)c2c3ccccc3n(C)c2n1,110.0,1
COc1ccc(-c2nc(C#N)c(N3CCN(C)CC3)o2)cc1,98.0,-1.1
COc1ccccc1NC(=O)C1=C(C)Nc2nc3ccccc3n2C1c1cccc(Br)c1 (stereo not given),108.0,0.5
Cc1ccccc1CNC(=O)c1ccccc1NC(=O)c1nsc2ccccc12,101.0,-1.5
O=[N+]([O-])c1ccc(S(=O)(=O)NCc2nc3cccnc3n2Cc2ccccc2Cl)cc1,107.0,-0.2
COc1ccc(-c2cc(C(=O)O)c3ccccc3n2)cc1OC,101.0,-0.2
O=C(O)CC(NC(=O)c1cncc(O)c1)C(=O)O (stereo not given),104.0,0.7
Cc1ccc(NC(=O)C(C)OC(=O)CSc2ccccc2)cc1 (stereo not given),105.0,0.3
CC[C@@H](C)C(=O)O[C@H]1[C@H](O)[C@H]2[C@@H](CN3C[C@@H](C)CC[C@H]3[C@@]2(C)O)C2C[C@]34O[C@@]5(O)[C@@H](OC(=O)C(C)(O)CC)CC[C@@]3(C)[C@@H]5[C@@H](OC(C)=O)[C@@H](OC(C)=O)[C@H]4[C@@]21O (stereo not given in full),103.0,0.3
CCCN(CCC)C(=O)c1cn(CC)c2ccc(S(=O)(=O)N3CCCCC3)cc2c1=O,107.0,0.5
Fc1ccc(Nc2ncnc3c2nc2n3CCCC2)cc1,111.0,0.9
CCN(CC)c1nc2ccccc2[nH]1,103.0,0.3
COc1cc(Cl)c(C)cc1NC(=S)N(CCN(C)C)C(C)c1ccco1 (stereo not given),99.0,-1.7
O=C(O)CC(O)(CC(=O)O)C(=O)O,106.0&101.0,0.4&0.4
CCc1ccc(C(=O)N(CC)Cc2ccncc2)s1,101.0,-0.5
CCOC(=O)Cn1c2c(sc1=N)CC(C(C)(C)C)CC2 (stereo not given),99.0,-0.4
CCOC(=O)C1=C(O)/C(=C/c2cccs2)SC1=Nc1ccccc1,104.0,0.6
Cc1nnc2c(=O)n(-c3cccc(F)c3)ccn12,101.0,0
COc1ccc(C2C(C(=O)N3CCN(c4ccc(OC)cc4)CC3)c3ccccc3C(=O)N2C)cc1 (stereo not given),101.0,0.2
Cc1c(Cl)cccc1NC(=O)Cn1c(CCC(=O)O)ccc1-c1cccs1,102.0,-1.1
Cc1ccc(C)c(Cn2c(=O)n(CCCCC(=O)NCc3ccccc3Cl)c(=O)c3ccccc32)c1,107.0,0.4

# Sorted by length of the SMILES (low to high): some entries from above.
SMILES,Polio RdRp inh,Polio RdRp inh FP z-score
Fc1ccc(Nc2ncnc3c2nc2n3CCCC2)cc1,111.0,0.9
Cc1nnc2c(=O)n(-c3cccc(F)c3)ccn12,101.0,0
COc1ccc(-c2cc(C(=O)O)c3ccccc3n2)cc1OC,101.0,-0.2
CCOC(=O)C1=C(O)/C(=C/c2cccs2)SC1=Nc1ccccc1,104.0,0.6

# (next part)
SMILES,Polio RdRp inh,Polio RdRp inh FP z-score
CC(C)(C)c1cc2oc3c(c2c(C=NCc2ccncc2)c1O)CCCC3,100.0,-0.3
COCCCN1C(=O)c2[nH]nc(-c3ccccc3O)c2C1c1ccc(OCc2ccccc2)cc1 (stereo not given),107.0,0
CC1Cc2cc(C(=O)NCC(c3ccco3)N3CCCC3)ccc2N1S(C)(=O)=O (stereo not given),101.0,-0.1
CCCC1=Nc2cc(C(=O)NC3CCC(C)CC3)ccc2Sc2ccccc21 (stereo not given),112.0,0.1
O=C(Nc1ccccc1C(=O)NCCc1ccccc1)c1ccno1,104.0,0.2
COC(=O)c1cc(C)nc2c1c(=O)n(C)c(=O)n2C,100.0,-0.3
Cc1cc(C(=O)C(C)OC(=O)CN2CCSC2=O)c(C)n1-c1ccc(Cl)cc1 (stereo not given),93.0,-1
O=C(O)CN1C(=O)/C(=c2/sc3nc4ccccc4n3c2=O)c2cc(Br)ccc21,102.0,0.2
Cc1cccc(NC(=O)CCN2CCN(c3ccccc3F)CC2)c1,100.0,-0.7
O=C(CCC(=O)c1ccccc1)Nc1cccnc1,103.0,0.6
CC(=O)N1CCSc2cc(S(=O)(=O)Nc3cccc(C)c3)ccc21,101.0,-0.1
Cc1cc(CNC(=O)COC(=O)C2CC3CCCC(C2)C3=O)cc(C)c1O (stereo not given),107.0,0.3
CCOCCC(=O)Nc1ccccc1Sc1ccccc1,100.0,0
N#Cc1c[nH]n2c(NC3CCCC3)c(-c3ccc(Br)cc3)nc12,103.0,-0.9
Cc1nc(C(=O)NCC(=O)c2ccc(Cl)cc2)c(C(F)(F)F)o1,98.0,-1
Cc1ccc(NC(=O)CSC(=N)N)cc1,102.0,0.1
CCN(CC)c1ccc(NC(=O)CCc2c(C)nc3ncnn3c2C)c(C)c1,105.0,-0.7
Cc1ccc(NC(=O)C(Cc2ccccc2)NS(=O)(=O)c2ccc3c(c2)c(=O)n(C)c(=O)n3C)c(C)c1 (stereo not given),106.0,0.3
O=C(O)c1ccc(Cn2cnc3cccnc32)cc1,98.0,-1.9
Clc1cccc(N2CCN(c3nc4ccccc4c4nc(-c5cccnc5)nn34)CC2)c1,104.0,0
Nc1nc2c(nc(N3CCCCC3)n2[C@@H]2O[C@H](CO)[C@@H](O)[C@H]2O)c(=O)[nH]1,99.0,-0.5
CCOc1nc(NC(=O)NS(=O)(=O)Oc2ccccc2Cl)nc(-c2ccccc2)n1,106.0,0.4
Cc1[nH]c(C)c(S(=O)(=O)NC(C)(C)C)c1C(=O)N1CCCC1,99.0,-0.9
CSc1nc2sc3c(c2c(=O)n1-c1ccc(C)c(Cl)c1)CCN(C(C)=O)C3,105.0,-0.1
CCOc1ccccc1/C=C/C(=O)NCC(=O)N1CCC(N(C)C2CCCC2)CC1,99.0,-0.7
CN(c1ccc(C(=O)NCC2CCCO2)cc1)S(C)(=O)=O (stereo not given),103.0,0.4
COc1ccc(-c2nnc(SCc3nc(N)nc(Nc4ccccc4C)n3)o2)cc1OC,103.0,0.1
COc1cc(C(=O)Nc2sc(C(=O)N3CCOCC3)c(C)c2C#N)cc(OC)c1OC,101.0,-0.1
O=C(Cc1ccccc1)N1CCN(C2CCCC2)CC1,103.0,0.3
COc1ccccc1CNc1ccc2c(c1)ncn2C(C)C,95.0,-2
Cc1ccc(NC(=O)CSc2nc3c(oc4ccccc43)c(=O)n2Cc2ccc(F)cc2)c(C)c1,107.0,2
CC(=O)Nc1cccc(N2C(=O)C=CC2=O)c1,105.0,1.1
CCOc1ccc2[nH]cc(C(=O)O)c(=O)c2c1,108.0,0.6
COc1ccc(NC(=O)CC#N)cc1OC,104.0,1.1
CC(C)=CC(=O)Nc1ccc2c(c1)OCCO2,101.0,0.2
Cc1ccc(-c2nnc(Nc3ccccc3)c3ccccc23)cc1S(=O)(=O)NC(C)(C)C,101.0,-0.4
Cc1ccc(C)c(-n2nnnc2SCC(=O)OCC(=O)Nc2ccccc2C)c1,105.0,0.3
Cc1oc2ncn(CC(C)C)c(=O)c2c1C(=O)NC1CC1,102.0,0.1
Cn1c(=O)n(C)c2cc(N3CCOCC3)c(NS(=O)(=O)c3ccc(Br)cc3)cc21,105.0,0.1
CCN1C(=O)S/C(=C/c2cc(Br)c(OCC(=O)O)c(OC)c2)C1=O,99.0,-0.4

# Record cards, from the list above:
# Listed for CCCN(CCC)C(=O)c1cn(CC)c2ccc(S(=O)(=O)N3CCCCC3)cc2c1=O = Polio RdRp inh = 107.0; Polio RdRp inh FP z-score = 0.5
# Listed for CC(C)=CC(=O)Nc1ccc2c(c1)OCCO2 = Polio RdRp inh = 101.0; Polio RdRp inh FP z-score = 0.2
# Listed for CCc1ccc(C(=O)N(CC)Cc2ccncc2)s1 = Polio RdRp inh = 101.0; Polio RdRp inh FP z-score = -0.5

# (list continues)
SMILES,Polio RdRp inh,Polio RdRp inh FP z-score
COCCn1c(=N)c(C(=O)NC(C)c2ccccc2)cc2c(=O)n3cc(C)ccc3nc21 (stereo not given),115.0,0.7
CN(C(=O)CSc1nnc(COc2ccccc2)o1)c1ccccc1,103.0,-0.5
O=C1NC(=S)N/C1=C\c1cccc(OCc2ccc(F)cc2)c1,116.0,2.1
Nc1ccc(Oc2ccccc2)cc1,102.0,0.2
COc1ccc(Cl)cc1CC(=O)O,100.0,-0.4
O=C(NCc1ccc(F)cc1)c1ccc2c(c1)N(Cc1c(F)cccc1Cl)C(=O)CS2,106.0,0.3
Cc1ccc2c(c1)c1c(c(=O)n(-c3cccc(Cl)c3)c(=O)n1CC(=O)N1CCCC1)n2C,106.0,-0.4
N#Cc1c(NCc2ccccc2)ncc2c1Nc1ccccc1C2,71.0,-4.3
Cc1ccc(S(=O)(=O)N2CCCC2C(=O)Nc2ccc(Br)cc2)cc1 (stereo not given),117.0,0.2
Cc1c(C)c(C)c(C#CCO)c(C)c1C,101.0,-0.1
COc1ccccc1CNc1ncnc2c1c(-c1ccccc1)cn2-c1ccc(Br)cc1,106.0,-0.1
Cc1nc2cc(N3CCN(C)CC3)c(NC(=O)C(C)(C)C)cc2c(=O)n1Cc1ccccc1,103.0,0.4
Nc1ncc(N=Nc2cccc(C(F)(F)F)c2)s1,106.0,-0.1
CCOC(=O)c1ccccc1NC(=O)c1ccc(N2CCCC2=O)cc1,106.0,0.2
Cc1ccc(S(=O)(=O)c2nc(-c3cccc(Cl)c3)oc2NCc2ccccc2)cc1,100.0,-1.5
O=C(NC12CC3CC(CC(C3)C1)C2)c1cccs1,103.0,0.2
COc1ccc(N(CC(=O)N2CCN(c3cccc(Cl)c3)CC2)S(=O)(=O)c2c(C)noc2C)cc1,107.0,0.6
O=C(CCSc1ccccc1)NC12CC3CC(CC(C3)C1)C2,103.0,0.2
CCN(Cc1ccccc1)/C(=N/O)c1ccc(OC)cc1,108.0,0.8
CNS(=O)(=O)c1cccc(C(=O)O)c1,99.0,-0.3
Cc1ccccc1-n1c(SCCc2ccccc2)nc2ccccc2c1=O,104.0,0.5
O=C(CC1N=C2c3ccccc3N=C(SCc3cccc(F)c3)N2C1=O)NCc1ccc2c(c1)OCO2 (stereo not given),108.0,0.5
Cc1nc2cccnc2n1-c1cccc(C(=O)NCc2ccc(OC(C)C)cc2)c1,105.0,-0.5
COc1ccc(C2CC(=O)NN2)cc1OC1CCCC1 (stereo not given),104.0,0.1
OCc1ccccc1CNC1CCCCC1,109.0,0.6
NC(=O)c1nnn(-c2ccccc2)c1N,103.0,0.5
CN(C(=O)CSc1nnc(C(F)(F)F)n1N)C1CCS(=O)(=O)C1 (stereo not given),102.0,-0.1
Cc1ccc(C2=NN=C(NC(=O)CSc3nnc(C)s3)SC2)cc1,99.0,-1.2
CC(C)CN(CC(C)C)C(=O)CSc1ncn[nH]1,101.0,-0.1
Cc1cc(-c2ccc(C)c(S(=O)(=O)NCCc3ccc(S(N)(=O)=O)cc3)c2)on1,108.0,0.2
CCC(=O)N1c2ccc(S(=O)(=O)CCC(=O)NCc3ccccc3OC)cc2CC1C (stereo not given),110.0,0.4
CCC(c1nnc(Sc2nc(C)nc3sc4c(c23)CCCC4)n1CCN1CCOCC1)N(C)C (stereo not given),105.0,0.5
c1ccc(Cn2nnc3cnccc32)cc1,104.0,0.4
Cc1ccc(N(CC(=O)N2CCN(c3ccccc3)CC2)S(=O)(=O)c2c(C)n[nH]c2C)cc1,102.0,0.5
CCc1ccc(NC(=O)C2CCCN(S(=O)(=O)c3cccc4nsnc34)C2)cc1 (stereo not given),111.0,0.9
NC(=O)SCc1nc2c3ccccc3ncn2n1,98.0,-0.7
CCn1c2ccccc2c2cc(CN3CCN(C)CC3)ccc21,98.0,-0.1
COc1cc(C)c(S(N)(=O)=O)cc1C(C)C,98.0,-1.3
CCc1ccccc1OCC(=O)OCC(=O)Nc1cc(C)on1,104.0,0.1
Cc1n[nH]c(=O)c2c(NC(=O)COC(=O)Cc3c(F)cccc3Cl)oc(C)c12,94.0,-0.7
COc1ccc(CCN=C(N)Nc2nc(C)cc(C)n2)cc1OC,97.0,-0.3
